Source: PubChem BioAssay (National Center for Advancing Translational Sciences (NCATS))
KDM5B inh – KDM5B demethylase inhibition; KDM5B demethylase, FDH-coupled NADH fluorescence (FDH is formaldehyde dehydrogenase); Potency, µM (titrated, usually from 57.7 µM), for the others: at the top dose activity change, negative = inhibition, actives largely listed as inhibitors; Q9UGL1; 220,000 tested, 2.6% active; active means well fitted inhibition curve with a large enough effect; inconclusive means small, poorly fitted or top-dose-only effect; inactive means no such curve, though single readings can be large or run the other way; further: 0% is about no effect; nearly all actives have a fitted effect of over 70% in size
Target sequence (Q9UGL1 whole entry, looked up): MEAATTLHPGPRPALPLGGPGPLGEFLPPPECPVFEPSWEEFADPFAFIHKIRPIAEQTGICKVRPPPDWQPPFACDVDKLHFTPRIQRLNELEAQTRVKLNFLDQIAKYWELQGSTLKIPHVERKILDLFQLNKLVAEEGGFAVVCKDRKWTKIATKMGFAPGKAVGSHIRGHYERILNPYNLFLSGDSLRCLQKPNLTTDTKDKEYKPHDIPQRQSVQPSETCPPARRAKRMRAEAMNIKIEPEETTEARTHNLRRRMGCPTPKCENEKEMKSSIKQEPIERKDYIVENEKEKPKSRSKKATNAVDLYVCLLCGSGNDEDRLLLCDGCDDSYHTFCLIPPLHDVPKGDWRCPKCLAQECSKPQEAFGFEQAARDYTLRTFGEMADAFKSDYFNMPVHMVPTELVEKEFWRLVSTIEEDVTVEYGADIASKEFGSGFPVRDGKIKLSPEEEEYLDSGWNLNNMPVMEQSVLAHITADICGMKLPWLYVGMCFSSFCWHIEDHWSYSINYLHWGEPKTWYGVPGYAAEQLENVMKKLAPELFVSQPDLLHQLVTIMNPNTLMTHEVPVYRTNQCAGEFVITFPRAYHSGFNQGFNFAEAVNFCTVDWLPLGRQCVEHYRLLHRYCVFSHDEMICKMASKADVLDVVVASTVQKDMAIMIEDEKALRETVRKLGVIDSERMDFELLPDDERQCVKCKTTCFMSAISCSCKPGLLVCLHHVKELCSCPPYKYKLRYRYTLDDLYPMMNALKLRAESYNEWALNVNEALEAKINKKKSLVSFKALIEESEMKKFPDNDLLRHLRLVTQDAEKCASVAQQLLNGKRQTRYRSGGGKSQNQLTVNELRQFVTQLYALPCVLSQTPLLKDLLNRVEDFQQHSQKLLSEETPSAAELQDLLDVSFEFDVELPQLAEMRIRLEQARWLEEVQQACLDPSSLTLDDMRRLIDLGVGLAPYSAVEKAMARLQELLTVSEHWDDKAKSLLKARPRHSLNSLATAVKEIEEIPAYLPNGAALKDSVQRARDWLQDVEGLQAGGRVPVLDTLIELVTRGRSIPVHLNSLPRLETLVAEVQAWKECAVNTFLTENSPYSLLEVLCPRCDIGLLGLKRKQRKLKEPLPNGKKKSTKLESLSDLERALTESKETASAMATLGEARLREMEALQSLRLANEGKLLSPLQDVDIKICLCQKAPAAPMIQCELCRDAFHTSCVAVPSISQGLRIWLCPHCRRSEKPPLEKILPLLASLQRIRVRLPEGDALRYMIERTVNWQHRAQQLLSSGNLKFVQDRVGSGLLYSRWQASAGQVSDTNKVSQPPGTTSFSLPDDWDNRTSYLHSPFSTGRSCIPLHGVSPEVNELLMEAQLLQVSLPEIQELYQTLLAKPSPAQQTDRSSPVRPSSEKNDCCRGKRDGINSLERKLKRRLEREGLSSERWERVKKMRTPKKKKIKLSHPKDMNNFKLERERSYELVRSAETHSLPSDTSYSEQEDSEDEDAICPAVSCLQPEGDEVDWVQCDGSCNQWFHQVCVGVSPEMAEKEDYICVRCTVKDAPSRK
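Coupled FDH/NAD⁺ fluorescence readout. KDM5BΔAP 200 nM final; compound titration, 10 min RT preincubation; substrate mix 12.5 µM H3K4me3, 25 µM 2-OG, 50 µM Fe(II), 100 µM ascorbate, 0.25 mM NAD⁺, 0.25 U/mL FDH; ΔRFU over 30 min.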
Starred values were filed as active, the others as inactive; i = inactive; ? = inconclusive; & = joins results of further samples; [ ] = dose if it differs, or a comment. Potency means the concentration at half of the fitted maximal effect. These rows are one share of the data. The share of hits here may be higher or lower than overall.

entry	KDM5B inh	SMILES
1	-14%	COCCN1C(=O)CC[C@]2(C(=O)NC3CCCCC3)CCCC[C@@H]12
2	?	Cc1ccc(Nc2ncc(C(=O)N3CCN(c4ccc(F)cc4)CC3)c3ccccc23)cc1Cl
3	-1%[86.2 µM]	CC[C@H]1CN(S(=O)(=O)c2ccccc2)CC[C@H]1CC(=O)NC1CCCC1
4	25%	COc1cccc(S(=O)(=O)N2CCC(n3c(C)cnc3C3CC3)CC2)c1
5	-29%	CCOC(=O)C1(Cc2ccccc2F)CCCN(C(=O)CN2CCOC2=O)C1 (stereo not drawn)
6	-19%	COC(=O)C1=C(c2ccccc2)c2ccccc2S(=O)(=O)N1CC(=O)Nc1cc(C)ccc1C
7	?	O=C1NCc2ccccc2CC12CCCN2Cc1cccc(Br)c1 (stereo not drawn)
8	-8%	N#Cc1ccc(CSc2nc3c(c(=O)[nH]2)CCCC3)cc1
9	-16%	O=Cc1cccn1-c1ccc(F)c(Cl)c1
10	-11%[86.2 µM]	F[C@@H]1CN(Cc2ccc(C(F)(F)F)cc2)C[C@@H]1OCc1nc2ncccc2[nH]1
11	24%	C=CCn1c(N2CCOCC2)nc2c1c(=O)[nH]c(=O)n2C
12	-8%	CC1CCN(S(=O)(=O)c2cc(C(=O)NCc3ccc(F)cc3)n(C)c2)CC1
13	0%	COc1ccc(C(C(=O)NCc2ccccc2)N(C(=O)Cn2nnc3ccccc32)c2cccc(OC)c2)cc1 (stereo not drawn)
14	-8%	COc1ccc(CN2C[C@@H](CO)[C@H](c3nc(C)no3)C2)c(OC)c1
15	?	CNc1ncccc1C(=O)N1CCCN(Cc2ccc(F)cc2)C(C(C)C)C1 (stereo not drawn)
16	23%	O=C(NC1CCCCC1)N1CC(c2nnc(-c3ccncc3)o2)C2(CCOCC2)C1 (stereo not drawn)
17	14µM*	Cc1cn2nc(C(=O)NCc3ccccc3F)cc2c(N(C)Cc2ccccc2)n1
18	15%	CC(=O)c1cc(C(=O)N2CCCC(CCc3ccccc3C)C2)[nH]n1 (stereo not drawn)
19	-26%[11.5 µM]	CCOc1ccc(NC(=O)c2c(NC(=O)c3ccccc3F)sc3c2CCC3)cc1
20	-21%[149 µM]	CCCC(=O)N1CC2(CCCN2Cc2cccnc2)Cc2ccccc21 (stereo not drawn)
21	?	CCCN1CCc2nc(N3CCN(C)CC3)ncc2C1
22	10%	Cc1ccc(SCc2ccc(C(=O)Nc3ccccc3C(C)C)cc2)cc1
23	-19%	Cc1nonc1CC(=O)N1CCC2(CCC(=O)N(CCc3ccncc3)C2)CC1
24	35µM*	COc1nc2nc(CCc3ccccc3)n(C)c2cc1-c1cccc(NC(C)=O)c1
25	23%	Cc1cccc(N=C2NC(=O)/C(=C/c3cccn3C)S2)c1

Two entries from above, reformatted:
(14) COc1ccc(CN2C[C@@H](CO)[C@H](c3nc(C)no3)C2)c(OC)c1
  KDM5B inh: -8%

(12) CC1CCN(S(=O)(=O)c2cc(C(=O)NCc3ccc(F)cc3)n(C)c2)CC1
  KDM5B inh: -8%

(more compounds)
entry	KDM5B inh	SMILES
26	20%	CC(C)CCC(C)NC(=O)c1ccc(CN2CCCC2=O)cc1 (stereo not drawn)
27	7%	Cc1ccc(-c2nc(Cn3cnc4ccsc4c3=O)co2)cc1
28	-23%	COc1cc(CNC(=O)c2nccnc2N)ccc1OCc1ccncc1
29	17%	O=C(Nc1ccccc1Cl)c1nc2ccccc2nc1N1CCCCC1
30	5%&-2%	COc1ccc(NC(=O)c2cc3cc(C)ccc3[nH]2)cc1
31	10%	O=C(C1C2C(=O)N(CCOc3ccccc3)C[C@@]23C=C[C@@H]1O3)N1CCSCC1 (stereo partly drawn)
32	6%	COc1ccc(OC)c(CCNC(=O)CCn2c(=O)c3cccn3c3ccc(F)cc32)c1
33	-3%[86.2 µM]	CC(C)CN1C(=O)COC[C@@H]1[C@H](O)c1ccc(NC(=O)c2cnccn2)cc1
34	-7%	COc1cc(/C=N/O)c(Br)c(Br)c1O
35	18%	C=CCNC(=O)NC(=O)CN1CCCCC1
36	-18%	CCc1ccc(N2C(=O)CSC23C(=O)N(Cc2ccc(C)cc2)c2ccccc23)cc1 (stereo not drawn)
37	-8%	COc1cccc(CNC(=O)C2CCCN(S(=O)(=O)c3ccc4c(ccn4C)c3)C2)c1OC (stereo not drawn)
38	-21%[86.2 µM]	CCS(=O)(=O)N1CCOC[C@H](Oc2ccc(C(F)(F)F)cn2)C1
39	i	COc1ccc(C2Nc3cc(OC)ccc3-n3cccc32)cc1 (stereo not drawn)
40	0%	CC(C)CC(=O)N1CCCN(S(C)(=O)=O)c2ccccc21
41	7%	CCN(CC)c1nc2ccccc2nc1C(=O)Nc1ccccc1Cl
42	12%	O=C(Nc1cccnc1)c1cc(-c2ccc(F)cc2)nc2ccccc12
43	18%	Cc1cc(SC(C)C(=O)N(C)C)nc2ccccc12 (stereo not drawn)
44	-17%	CN(Cc1ccccc1)C(=O)CCC1CCN(C(=O)c2ccccc2C(F)(F)F)CC1
45	1%[11.5 µM]	CC(=O)c1c(C)oc2ccc(N(C(=O)Oc3ccccc3)S(=O)(=O)c3ccc(Cl)cc3)cc12
46	12%	COC(C(=O)Nc1ccnn1C1CCN(C(=O)C2CCC2)CC1)c1ccccc1 (stereo not drawn)
47	-7%	COc1ccc(-c2cc3c(=O)n(CC(=O)Nc4cc(C)ccc4C)ccn3n2)cc1
48	-5%	CCc1nnc(NC(=O)Cc2coc3ccc(C(C)C)cc23)s1
49	?	CC(C)(CC(=O)O)CC(=O)N1Cc2[nH]cnc2C[C@H]1c1nc(-c2ccc3c(c2)OCO3)no1
50	32µM*	CC(C)CNc1ccc2nnc(-c3ccc(F)cn3)n2n1

Pulled by compound from above (6):
entry	KDM5B inh	SMILES
40	0%	CC(C)CC(=O)N1CCCN(S(C)(=O)=O)c2ccccc21
26	20%	CC(C)CCC(C)NC(=O)c1ccc(CN2CCCC2=O)cc1 (stereo not drawn)
32	6%	COc1ccc(OC)c(CCNC(=O)CCn2c(=O)c3cccn3c3ccc(F)cc32)c1
27	7%	Cc1ccc(-c2nc(Cn3cnc4ccsc4c3=O)co2)cc1
41	7%	CCN(CC)c1nc2ccccc2nc1C(=O)Nc1ccccc1Cl
42	12%	O=C(Nc1cccnc1)c1cc(-c2ccc(F)cc2)nc2ccccc12

(more compounds)
entry	KDM5B inh	SMILES
51	-25%[86.2 µM]	O=C(Nc1cccc(Cl)c1)C1=NO[C@@H]2CN(CCc3ccccc3)C[C@H]12
52	7%	Cc1ccc(C(=O)Nc2cccc3cnccc23)cc1S(=O)(=O)N1CCCC1
53	?	CN(/N=C/c1cc(Cl)cc(Cl)c1O)C(=S)NC(C)(C)C
54	-8%	CC(C)c1ccc(Nc2c(-c3ccc(N(C)C)cc3)nc3cnccn23)cc1
55	?	O=C(CSc1nc2c([nH]c3ccccc32)c(=O)n1-c1cccc(Cl)c1)N1CCOCC1
56	-3%	COc1ccc(C(=O)N(Cc2ccccc2)c2cccc(C)c2)cc1
57	0%	CNc1ncc(C(=O)c2ccc(-c3ccccc3)cc2)s1
58	8%	COc1ccc(NS(=O)(=O)c2ccc(-c3coc(C)n3)cc2)c(OC)c1
59	2%	COc1cccc(CN(C)C(=O)COc2ccc(C(=O)c3ccc(Cl)cc3)cc2)c1OC
60	6%	Cc1ccc(C2Cn3nnc(-c4noc(C5CCCCC5)n4)c3CO2)cc1 (stereo not drawn)
61	19%	O=c1oc2ccccc2c(N2CCCC2)c1NS(=O)(=O)c1cccc(F)c1
62	5%	CCN(C(=O)Cn1nc(-c2ccc(Br)cc2)ccc1=O)c1cccc(C)c1
63	24%	O=C1CSc2ccc(C(=O)NCc3ccccc3)cc2N1
64	17%	Cc1cc(C)c2nc(-c3cccc(Cl)c3)c(C)c(C(=O)NC3CCCCC3)c2c1
65	5%	CC1CCCN(C2(O)C(=O)Nc3ccc([N+](=O)[O-])cc32)C1 (stereo not drawn)
66	19%	O=C(Cc1cccs1)NC1CCCC(C(F)(F)F)C1 (stereo not drawn)
67	-6%	CCn1cc(S(=O)(=O)N2CCC(c3ncc(C)n3Cc3ccccc3)C2)cn1 (stereo not drawn)
68	3%	CCc1cc2c(cc3c(=O)n(CC(=O)NCc4cccc(Cl)c4)nc(CC)n32)s1
69	-17%	COC(=O)c1cc2oc(C)cc2n1Cc1c(C)cc(C)cc1C
70	19%	COc1ccc(C(C)NC(=O)CN2C(=O)NC3(CCS(=O)(=O)CC3)C2=O)cc1 (stereo not drawn)
71	6%	CC(=O)c1cn(CC(=O)NCc2ccccc2)c2ccccc12
72	-5%	CCOC(=O)c1cc(-c2cccs2)[nH]n1
73	-30%	COc1ccc(CN2CCc3n[nH]c(=O)n3CC2)c(Cl)c1OC
74	7%	CC(Cc1ccccn1)NC(=O)c1ccc(OC2CCN(Cc3ccccn3)CC2)cc1 (stereo not drawn)
75	-3%	N#Cc1c(-c2ccccc2)cc(-c2ccc(Cl)cc2)c(C#N)c1N
76	12%	COCCn1nc2n(c1=O)CCN(S(=O)(=O)c1ccc3c(c1)CCC3)CC2
77	13%	Cc1ccc(C(=O)N2CCCC(n3cc(-c4nc(-c5ccccc5)no4)nn3)C2)cc1 (stereo not drawn)
78	-14%	COc1cc(Cl)ccc1OCc1nc2c(n1Cc1ccccc1)C(=O)N(Cc1ccccc1C#N)CCN2
79	24%	CC(NC(=O)CCC1CCCO1)c1cccs1 (stereo not drawn)
80	1%	Cn1c(=O)c2c(ncn2CC(=O)Nc2ccccc2Cc2ccccc2)n(C)c1=O
81	10%	O=C1CCCCCC1Sc1nccc(C(F)(F)F)n1 (stereo not drawn)
82	25%	CCn1cc2nc(SCC(=O)Nc3ccc(C)cc3C)n(Cc3ccc(C)cc3)c(=O)c2n1
83	-6%	CCOc1ccc(NC(=O)Cn2ccn3nc(-c4ccccc4)c(CO)c3c2=O)cc1
84	15%	CCc1ccc2c(c1)-c1ccccc1S(=O)(=O)N2CC(=O)N1CCOCC1
85	13%	CN1C[C@H](NC(=O)NC2CCCC2)CCC[C@@H](C(=O)NCc2cc(F)cc(F)c2)CC1=O
86	?	COc1ccc(C[N+]2=C(N)NC3=C4CCCCC4n4c(=O)n(-c5ccccc5)c(=O)n4C3C2)c(OC)c1 (stereo not drawn)
87	5%	CCCOc1cc(O)c2c(=O)cc(-c3ccccc3)oc2c1
88	-4%	CCCc1cnc2c(c1SCC(=O)Nc1c(C)cc(C)cc1C)c(=O)n(C)c(=O)n2C
89	-28%[86.2 µM]	CN1CCC(N[C@H]2C[C@@H](Cc3cc(-c4ccccc4)on3)C2(C)C)CC1
90	2%[86.2 µM]	CN(C)Cc1cc(C[C@@H]2C[C@H](N(Cc3ccco3)Cc3ccco3)C2(C)C)no1
91	-5%	CC1(C)CC(=O)C2=C(C1)N(c1cccc(F)c1)C(N)=C(C#N)C21C(=O)Nc2ccccc21 (stereo not drawn)
92	-6%	CCOC(=O)c1c(C)[nH]c(C)c1S(=O)(=O)N1CCC(C(=O)NCc2ccc(OC)cc2)CC1
93	?	CCOC(=O)c1ccccc1NC(=O)N(Cc1ccco1)C1CCN(C(C)=O)CC1
94	?	Cc1ccccc1N(C)C1CN(C(=O)OC(C)(C)C)C1
95	?	Cc1ccc(CN2C(=O)C(=O)c3cc(Br)cc(C)c32)cc1
96	?	O=C(NCc1ccc(F)cc1)c1nc(-c2ccc(Cl)nc2)c2ccccn12
97	22%	COc1cccc(-c2ocnc2C(=O)Nc2ccc3c(c2)CCC3)c1
98	-16%	COc1ccc(NC(=O)Nc2cccs2)cn1
99	0%	CNC(=O)c1cc2cc(N(C)S(=O)(=O)c3ccc(Cl)cc3)ccc2s1
100	-15%[86.2 µM]	C[C@@H](c1ccccc1)N1C(=O)[C@@H]2CN(C(=O)c3ccco3)CCN2C1=O

In a second layout: entries from further up.
no. | Molecule | KDM5B inh
96 | O=C(NCc1ccc(F)cc1)c1nc(-c2ccc(Cl)nc2)c2ccccn12 | ?
97 | COc1cccc(-c2ocnc2C(=O)Nc2ccc3c(c2)CCC3)c1 | 22%

(further entries)
entry	KDM5B inh	SMILES
101	?	COc1ccc(NC(=O)CSc2cn(CCNC(=O)c3ccc(OC)cc3)c3ccccc23)cc1
102	17%	COc1ccc(C(=O)C(C)Oc2ccc(C#N)cc2OC)cc1 (stereo not drawn)
103	i	O=C1c2cnc(-c3cc4ccccc4o3)nc2OCCN1Cc1ccccc1
104	10%	CCOc1cccc(COC(=O)c2cccc(S(=O)(=O)N3CCOCC3)c2)c1OC(F)F
105	17%	NC(=O)C(Sc1ccc(C(F)(F)F)cn1)c1ccccc1 (stereo not drawn)
106	12%	CC(C)(C)OC(=O)N1CCN(C(C(=O)O)c2c[nH]c3ccc(OCC#N)cc23)CC1 (stereo not drawn)
107	28µM*	Cc1c(-c2ccc(F)cc2)[nH]c2ccc(CNC(=O)CN3CCOC3=O)cc12
108	-19%	O=C(COc1ccccc1)c1ccc2c(c1)N(CCCC(=O)N1CCCC1)C(=O)CO2
109	-16%	Cc1cccc(NC(=O)CCNS(=O)(=O)c2ccc3c(c2)CCCC(=O)N3)c1C
110	3%	Cc1ccc(NC(=O)N2CCCC(Cn3cnc4cccnc43)C2)cc1 (stereo not drawn)
111	?	CO[C@H]1[C@H](NC(=O)c2cc(C)nn2C)c2ccccc2C12CCNCC2
112	35µM*	O=C(NCc1ccc(Cl)cc1)c1ccn2nccc2c1
113	13%	CCOc1ccccc1C(=O)Oc1ccc(-c2ccc(C#N)cc2)cc1
114	?	COc1ccc(C(=O)NCc2ccc3c(c2)CCN3C(C)=O)c(OC)c1
115	17%	CNS(=O)(=O)c1ccc(CN2CCC3(CCNCC3)C2)cc1

Single entries from the entries so far.
O=C(NCc1ccc(Cl)cc1)c1ccn2nccc2c1 | KDM5B inh = 35µM*
Cc1ccc(NC(=O)N2CCCC(Cn3cnc4cccnc43)C2)cc1 (stereo not drawn) | KDM5B inh = 3%
Cc1cccc(NC(=O)CCNS(=O)(=O)c2ccc3c(c2)CCCC(=O)N3)c1C | KDM5B inh = -16%
